Screening data from PubChem BioAssay.
LDHA inh – LDHA (human) enzyme inhibition. purified LDHA, NADH/diaphorase-resazurin fluorescence; active compounds read low. actives 0.15% (n = 480,000). activity change, % (values are at about 110 or 230 µM); in the data active means activity change below about -30%; inconclusive means mostly about -25% to -30%;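 further: plate controls were DMSO wells for no effect and wells without enzyme for full effect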
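Enzyme activity of human lactate dehydrogenase 5 (2 nM; 0.06 mM NADH, 0.2 mM pyruvate, 5 min, RT) is measured via a resazurin/diaphorase fluorescence readout of residual NADH.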
USP1 inh – inhibitors of human USP1/UAF1 deubiquitinase; recombinant USP1/UAF1, Ub-Rhodamine cleavage fluorescence; actives 0.23% (n = 390,000); Potency, µM (series often up to 57.1 µM), for the others: at the highest dose activity change, negative = inhibition, actives largely listed as inhibitors; further: potency means the concentration at half of the fitted maximal effect; on the % scale 0 is the no-effect control and ±100 the full control effect; nearly all actives have a fitted effect of over 60% in size; inactives centre near -12
Target sequence (O94782 whole entry, looked up): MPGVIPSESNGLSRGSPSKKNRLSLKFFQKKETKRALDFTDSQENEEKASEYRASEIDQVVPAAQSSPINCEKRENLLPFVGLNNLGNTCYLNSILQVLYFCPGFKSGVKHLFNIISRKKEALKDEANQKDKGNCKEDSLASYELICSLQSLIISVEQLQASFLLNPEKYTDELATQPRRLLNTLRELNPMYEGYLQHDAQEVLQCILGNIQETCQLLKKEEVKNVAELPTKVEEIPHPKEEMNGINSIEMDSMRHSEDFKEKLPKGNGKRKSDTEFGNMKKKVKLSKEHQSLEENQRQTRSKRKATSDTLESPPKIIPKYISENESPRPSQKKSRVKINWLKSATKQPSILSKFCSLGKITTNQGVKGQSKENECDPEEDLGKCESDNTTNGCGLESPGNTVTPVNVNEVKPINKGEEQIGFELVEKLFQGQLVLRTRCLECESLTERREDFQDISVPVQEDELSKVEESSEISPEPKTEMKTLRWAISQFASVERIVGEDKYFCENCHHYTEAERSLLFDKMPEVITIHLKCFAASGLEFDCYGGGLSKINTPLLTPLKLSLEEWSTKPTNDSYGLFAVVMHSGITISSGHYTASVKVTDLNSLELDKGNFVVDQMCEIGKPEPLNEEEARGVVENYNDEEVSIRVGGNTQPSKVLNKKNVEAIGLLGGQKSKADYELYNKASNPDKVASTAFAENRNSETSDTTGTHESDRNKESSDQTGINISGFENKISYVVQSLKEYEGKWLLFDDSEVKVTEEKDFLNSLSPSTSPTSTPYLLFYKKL
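1 nM enzyme complex + cpd, 15 min RT; start with Ub-Rho 150nM final; kinetic fluorescence ex 480/em 540, 6 reads q60 s. Buffer 50mM HEPES pH 7.8, 0.5mM EDTA, 0.1 mg/ml BSA, 1mM TCEP, 0.01% Tween-20.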
Vif-A3G inh – blocks the Vif interaction with human APOBEC3G; Q9HC16; HeLa A3G-eYFP + Vif (tagged APOBEC3G with the HIV-1 protein that degrades it), YFP fluorescence, overnight; Potency, µM (highest dose often 46.1 µM), inactives show top-dose activity, negative = active, most hits filed as inhibitors; actives 0.076% (n = 410,000);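 further: potency means the concentration at half of the fitted maximal effect; on the % scale 0 is the no-effect control and ±100 the full control effect; nearly all actives have a fitted effect of over 60% in size; hits raise eYFP signal because A3G escapes Vif-driven loss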
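Read-out is eYFP fluorescence (Ex 488/Em 500-530) from Vif-expressing HeLa A3G-eYFP cells; more signal means A3G escaped Vif-mediated degradation. Cells plated overnight, compound pinned in, incubated overnight at 37 deg C.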
TrxR1 inh – inhibitors of rat thioredoxin reductase 1; O89049; recombinant rTrxR1, NADPH fluorescence consumption, selenite substrate; Potency, µM (top dose mostly 114 µM), for the others: at the top dose activity change, negative = inhibition, usual class: inhibitors; actives 1% (n = 390,000); AID 588453; further: potency means the concentration at half of the fitted maximal effect; on the % scale 0 is the no-effect control and ±100 the full control effect; nearly all actives have a fitted effect of over 65% in size
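Rat TrxR1 (90 nM in the dispensed reagent) was pre-reduced with 400 uM NADPH for 5 min at room temperature, then incubated with compound for 15 min. After 400 uM selenite was added, NADPH fluorescence (Ex 340/Em 450 nm) was followed for 8 min.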
TrxR1 substrate – rat thioredoxin reductase 1 substrate activity. actives 0.01% (n = 390,000). Potency, µM (highest dose often 114 µM), inactives show at the highest dose activity change, negative = substrate turnover. purified TrxR1 substrate turnover, NADPH consumption readout. O89049; further: potency means the concentration at half of the fitted maximal effect; on the % scale 0 is the no-effect control and ±100 the full control effect; nearly all actives have a fitted effect of over 50% in size
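Rat TrxR1, dispensed at 90 nM, was prereduced with 400 uM NADPH (final) for 5 min at ~22 deg C, then incubated with compound 15 min before 400 uM selenite. A first-read NADPH fluorescence drop versus no-compound background flagged substrates.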
Glioma ERSR ind – inducers of ER stress response in human glioma cells; U87-MG GRP78 promoter luciferase reporter, 16 h; Potency, µM, without a hit: at the top dose activation, usual class: activators; actives 0.02% (n = 420,000); further: potency means the concentration at half of the fitted maximal effect; series mostly up to about 76 µM; % of control where 0% means no effect; nearly all actives have a fitted effect of over 35% in size
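ERSR induction read as luciferase luminescence (Bright-Glo, 10 min at room temperature) in stably transfected human U87-MG glioma cells exposed to compounds for 16 h, using GRP78 as sensor.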
RGS4 inh – blocks human RGS4-accelerated GTP hydrolysis; P49798; AID 504845; actives 0.039% (n = 390,000); Transcreener GDP fluorescence polarization, RGS4-accelerated GTP hydrolysis; Potency, µM (doses to about 114 µM), for inactives: at the highest dose activity change, negative = inhibition, usual class: inhibitors; further: potency means the concentration at half of the fitted maximal effect; on the % scale 0 is the no-effect control and ±100 the full control effect; nearly all actives have a fitted effect of over 75% in size; some results filed as inactive show a strong effect at the top dose
Target sequence (P49798 whole entry, looked up): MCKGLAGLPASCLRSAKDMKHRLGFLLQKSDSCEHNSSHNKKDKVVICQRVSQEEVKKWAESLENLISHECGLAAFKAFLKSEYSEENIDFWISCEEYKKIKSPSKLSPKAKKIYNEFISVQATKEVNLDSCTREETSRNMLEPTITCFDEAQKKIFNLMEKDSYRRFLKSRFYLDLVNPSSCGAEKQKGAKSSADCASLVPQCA
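MLSMR compounds (23 nl, pin-transferred) preincubated 10 min at room temperature with a 500nM (2x) first reagent, then RGS4 at 900nM (2x) plus Transcreener GDP mix added; fluorescence polarization (620/688 nm) read before and after 90 min at 30 °C.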
Vif-A3F inh – Vif-A3F binding inhibition; HeLa A3F-eYFP + Vif (tagged APOBEC3F with the HIV-1 protein that degrades it), YFP fluorescence increase; Potency, µM (titrated, usually from 46.1 µM), for inactives: at the top dose activity, negative = active; actives 0.2% (n = 390,000); AID 602313; further: potency means the concentration at half of the fitted maximal effect; % of control where 0% means no effect; nearly all actives have a fitted effect of over 65% in size
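HeLa cells stably expressing A3F-eYFP plus Vif, plated and incubated overnight at 37 deg C, then exposed to compounds overnight at 37 deg C. Blocked degradation read as raised yellow fluorescence (Ex 488/Em 500-530).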
IDH1 R132H inh – blocks human mutant IDH1 R132H enzyme | O75874 | IDH1-R132H enzyme, NADPH consumption, diaphorase/resazurin fluorescence | Potency, µM (doses to about 76.6 µM), for the others: top-dose activity change, negative = inhibition, usual class: inhibitors | actives 0.093% (n = 390,000) | AID 602179; further: potency means the concentration at half of the fitted maximal effect; on the % scale 0 is the no-effect control and ±100 the full control effect; nearly all actives have a fitted effect of over 65% in size
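IDH1-R132H (0.5 ug/mL dispensed) in pH 7.5 Tris buffer was preincubated 30 min with compound, then given a substrate mix of 0.016 mM NADPH and 2 mM alpha-KG for 80 min at room temperature; remaining NADPH was read by diaphorase/resazurin fluorescence.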
* marks the source's active call; other numbers are inactive results; ? = inconclusive; nt = not tested or not shown; & = joins results of further samples; [ ] = another dose, or the depositor's remark. Unless noted, the call rests on the fitted dose curve; in most records, active means well fitted curve in the direction sought with a large enough effect; inconclusive means small, poorly fitted or top-dose-only effect, or another doubt; inactive means no such curve, though single readings can be large; an effect the other way counts as inactive or inconclusive. This is a subset, so the mix of outcomes need not match the whole.

The first 3 entries, ahead of the listing:
LDHA inh | USP1 inh | Vif-A3G inh | TrxR1 inh | TrxR1 substrate | Glioma ERSR ind | RGS4 inh | Vif-A3F inh | IDH1 R132H inh | SMILES
-2 | -33% | 3% | 8%[57.1 µM] | 7%[57.1 µM] | -9% | -34% | 11% | 5% | COc1cc(/C=C2\NC(=S)NC2=O)ccc1OCc1cccc(C(=O)O)c1
0 | -3% | 1% | 14%[57.1 µM] | 13%[57.1 µM] | 6% | -11% | 7% | 3% | CC(=O)c1ccccc1OCC(O)CN1CCN(C(c2ccccc2)c2ccccc2)CC1 (stereo not given)
-4 | -6% | -2% | 3%[57.1 µM] | 8%[57.1 µM] | -1% | 6%[11.4 µM] | 8% | 2% | O=C(CN(C(=O)CCC(=O)Nc1nccs1)c1ccc(F)cc1)NCc1ccco1

The whole of this part, previewed entries included:
LDHA inh | USP1 inh | Vif-A3G inh | TrxR1 inh | TrxR1 substrate | Glioma ERSR ind | RGS4 inh | Vif-A3F inh | IDH1 R132H inh | SMILES
-2 | -33% | 3% | 8%[57.1 µM] | 7%[57.1 µM] | -9% | -34% | 11% | 5% | COc1cc(/C=C2\NC(=S)NC2=O)ccc1OCc1cccc(C(=O)O)c1
0 | -3% | 1% | 14%[57.1 µM] | 13%[57.1 µM] | 6% | -11% | 7% | 3% | CC(=O)c1ccccc1OCC(O)CN1CCN(C(c2ccccc2)c2ccccc2)CC1 (stereo not given)
-4 | -6% | -2% | 3%[57.1 µM] | 8%[57.1 µM] | -1% | 6%[11.4 µM] | 8% | 2% | O=C(CN(C(=O)CCC(=O)Nc1nccs1)c1ccc(F)cc1)NCc1ccco1
1 | ? | 0% | 28%[57.1 µM] | 7%[57.1 µM] | 0% | 8% | 0% | -8% | Cc1ccc2nc(N3CCC(C(=O)N4CCN(c5cccc(Cl)c5)CC4)CC3)[nH]c2c1
-4 | -28% | 3% | 5% | 3% | -2% | 1% | 8% | 0% | Cc1ccc(NC(=O)Nc2cccn(Cc3c(F)cccc3Cl)c2=O)cc1
4 | -18% | -6% | 18% | 6% | 3% | -23% | -12% | -1% | Cc1sc2nc(SCC(=O)N(CCO)CCO)nc(N)c2c1C
-3 | -20% | -3% | 19% | 0% | -3% | -14% | 0% | -6% | Cc1ccc(S(=O)(=O)N(C)CC(=O)N2CCCCCC2)cc1
-8 | -23% | 3% | 12% | 6% | -4% | -4% | -1% | 3% | COc1ccc(C(=O)N2CCNC(=O)C2CC(=O)Nc2ccc(C)c(C)c2)cc1 (stereo not given)
2 | -20% | -12% | -1% | -3% | -5% | -12% | -5% | 14% | CCCCn1c(/N=C/c2ccccc2NS(=O)(=O)c2ccc(C)cc2)nc2ccccc21
-9 | -16% | 1% | 5%[57.1 µM] | -1%[57.1 µM] | -2% | -10% | 4% | -8% | COc1cccc(C(=O)c2cn(CC(=O)NCc3ccccc3Cl)c3nc(C)ccc3c2=O)c1
3 | 11% | -12% | -8% | -2% | -7% | -22% | 1% | 14% | O=C(CSc1c2c(nc3ccc(Cl)cc13)CCCC2)N1CCCCC1
-7 | -7% | 1% | 10% | 2% | -1% | 6% | 5% | 0% | Cc1cccc(NC(=O)NNC(=O)c2nn(C)cc2Br)c1
-7 | -14% | -1% | 1% | -3% | -4% | -19% | -1% | 3% | CCOc1cc(/C=N/n2cnnc2)ccc1OCC(=O)Nc1ccccc1OC
-7 | -19% | 0% | 5% | 5% | -2% | 7% | -18% | 2% | Cc1noc(C)c1COc1ccccc1C(=O)NCc1ccccc1Cl
3 | 4% | -4% | -1% | -5% | 3% | -38% | ? | -1% | O=[N+]([O-])c1ccc(O)c(/C=N/Nc2ccc(Cl)nn2)c1
0 | -24% | -1% | 12% | 1% | 0% | -7% | -12% | 0% | O=C(Nc1cccc(Cl)c1Cl)c1ccccc1NC(=O)C1CC=CCC1C(=O)O (stereo not given)
4 | -12% | 1% | 28% | 18% | -7% | -24% | -14% | 2% | CC(=O)c1cc2c(cc1NC(=O)CN1Cc3ccccc3C1=O)OCO2
-5 | -13% | 0% | -7% | -2% | -4% | -2% | nt | 2% | CCOC(=O)c1nc(N)c(=O)n(-c2ccc(C)cc2)n1
-4 | -12% | 1% | 9% | -6% | -1% | 6% | 2% | 11% | COc1ccccc1NS(=O)(=O)c1cccs1
1 | -19% | 1% | 15% | 4% | -4% | 1% | 4% | -2% | C=CCNC(=O)NC(=O)COC(=O)[C@H](C)NS(=O)(=O)c1c(C)c(C)cc(C)c1C
0 | -20% | 0% | 0% | -6% | 3% | -36% | 3% | 10% | COCC1CCCCN1C(=O)c1ccc2oc(CCCc3ccccc3)nc2c1 (stereo not given)
0 | -32% | -1% | -3% | 4% | -4% | 2% | -2% | 14% | C[C@H](CO)N1C[C@H](C)[C@@H](CN(C)C(=O)Nc2ccccc2)Oc2ccc(NC(=O)CCC(F)(F)F)cc2C1=O
-4 | ? | -14% | nt | nt | 1% | nt | -28% | 12% | CCCCCCn1c(=O)n2n(c1=O)[C@@H]1CN(S(=O)(=O)c3ccc(C)cc3)C[C@]1(O)[C@@H](OC(=O)NCc1ccccc1F)C2
-11 | -9% | -4% | 15% | 0% | -2% | 7% | -16% | 0% | CCC(C)NC(=O)CN(C1CCCCC1)S(C)(=O)=O (stereo not given)
-6 | -22% | -3% | 17% | 5% | 0% | -1% | 2% | 1%[38.3 µM] | CCN(CC)C(=O)[C@H]1C[C@H](CC(=O)NCCc2ccccn2)C(=O)N2CCc3c([nH]c4cc(CCC(=O)N(C)C)ccc34)[C@]12C
-5 | -19% | -3% | 20% | 3% | -3% | -8% | 5% | 0% | CCC(=O)NNC(=O)Cc1c(C)n(C(=O)c2ccc(Cl)cc2)c2ccc(OC)cc12
1 | 32µM* | 1% | -37% | -36% | -1% | -11% | ? | 7% | CCOC(=O)/C(=C/C1=CC(=C/N(C)C)/C(=O)O1)C(C)=O
-3 | -6% | -4% | 16%[57.1 µM] | 16%[57.1 µM] | -6% | -10% | -14% | 3% | c1ccc(CSCc2cn3ccccc3n2)cc1
4 | -19% | 0% | 15% | 9% | -1% | -18% | 10% | 11% | COc1cccc(CN2CCN(Cc3ccon3)CC2CCO)c1 (stereo not given)
5 | -2% | -4% | 1% | 4% | -2% | -48% | -6% | 9% | Cc1ccc(OCC(=O)NCCCNC(=O)c2ccc(C)nc2)cc1
-5 | -19% | -4% | 1%[57.1 µM] | 4%[57.1 µM] | 0% | -19% | 7% | -3% | Cc1ccc(OCCNC(=O)/C=C/c2ccccc2)cc1
-6 | -4% | -1% | -19% | -11% | 3% | 20% | 0% | -1% | COC(=O)CCCC(=O)N1CCCC(C(=O)c2ccc(OC)cc2C)C1 (stereo not given)
-8 | ? | -9% | nt | nt | 1% | nt | -2% | 4% | COc1ccc(NC(=O)N(C)C[C@@H]2Oc3cc(C#CCN(C)C)ccc3S(=O)(=O)N([C@H](C)CO)C[C@H]2C)cc1
12 | -9% | -3% | -4% | -1% | 1% | -6% | -1% | 1% | Cc1ccc(C(=O)NNC(=O)c2nn(-c3ccc(F)cc3)ccc2=O)cc1
7 | -22% | -12% | -15% | -14% | -4% | -27% | -11% | 5% | O=C(/C(=N/N=C/c1ccc(O)c(O)c1)c1ccccc1)c1ccccc1
-8 | -13% | -1% | 3% | -4% | -2% | 3% | 1% | 9% | COC(=O)C(Cc1ccc(O)cc1)NC(=O)CCOc1ccc(OC)cc1 (stereo not given)
0 | -6% | 0% | -1% | 4%[57.1 µM] | -1% | 18% | 3% | 5% | CN(C)C(CNC(=O)CCCOc1ccccc1)c1ccco1 (stereo not given)
15 | -25% | -17% | 7.9µM* | 9%[57.1 µM] | 1% | ? | -6% | 1% | N#CC1=C(N)N(c2ccc(F)cc2)C2=C(C1c1ccc(O)cc1)S(=O)(=O)CC2 (stereo not given)
-3 | -20% | -6% | 25%[57.1 µM] | 14%[57.1 µM] | -3% | 2%[56.9 µM] | 1% | -10% | Cc1cc(=O)oc2c(C)c(OC(C)C(=O)NCCCN3CCCC3=O)ccc12 (stereo not given)
-3 | -20% | -2% | 7% | 0% | -5% | -14% | -2% | -1% | COc1ccccc1NC(=O)CCS(=O)(=O)c1ccc2c(c1)NC(=O)C(C)S2 (stereo not given)
-1&0 | -7% | -1% | -2%[57.1 µM] | -1%[57.1 µM] | -3% | -11% | 0% | -2% | CCN(CC)C(=O)Cn1nc(-c2ccc(Cl)cc2)c2ccccc2c1=O
-5 | -26% | 1% | -17%[57.1 µM] | 1%[57.1 µM] | -5% | 9% | -1% | 0% | Cc1ccc(S(=O)(=O)/C(C#N)=C/c2c(N3CCN(C)CC3)nc3c(C)cccn3c2=O)cc1
-4 | -5% | 0% | 17% | 1% | -5% | 15% | -3% | 12% | O=C1CN(CC(=O)NC2CCCc3ccccc32)CCN1 (stereo not given)
-2 | ? | 0% | 9% | 1% | -3% | 32% | 3% | 1% | C=CCNC(=O)c1onc(CSc2cc(C)cc(C)c2)c1C(=O)O
-10 | -7% | -1% | -4% | -9% | -1% | 25% | -3% | 3% | CCCOc1cccc(C(=O)NCCCNC(=O)c2cccnc2)c1
